E-selectin induc – E-selectin induction on HUVECs; 260,000 compounds, 0.37% hits; AID 686992; activation, % at 7.58 µM; P16581; HUVEC E-selectin immunofluorescence imaging; normalized: neutral wells 0, TNF-alpha wells 100;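 active = mean E-selectin-positive cell signal at least 10% of the positive control, reached in at least 60% of replicates, without over 20% cell loss; inconclusive = no rule given, readout overlaps actives, possibly toxicity-flagged; inactive = the rest, including those meeting only one limit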;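 note: in these data hits start at about 27%; measured in HUVEC primary endothelial cells; signal is the percent of cells scored E-selectin positive by PE staining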
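System: HUVEC, human umbilical vein endothelial cells; quantity: 3,000 cells/well; buffer or medium: EGM-2 medium, gelatin-coated wells; dosing: single-point compound dose; detection: immunofluorescence imaging; evaluation: % PE-positive cells; benchmarks: TNF-alpha, DMSO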
GSIS activator – primary screen for activators of insulin secretion dependent on glucose, INS-1E cells, GLuc reporter luminescence; INS-1E GLuc reporter insulin secretion, 2-3 h; activation, % at 16.6 µM; 370,000 compounds, 0.61% hits; AID 743287;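 active = lowest replicate activation of at least 40%, so every replicate reaches that level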;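 note: 0% = median of neutral control wells and 100% = median of IBMX positive control wells; some compounds called inactive have numbers as strong as hits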
Xi reactivation – reactivates the inactive X chromosome in mouse fibroblasts | activation, % at 7.58 µM | XiGFP mouse fibroblasts, % GFP-positive cells imaging, 3 d; cells co-treated with 5-aza-dC sensitizer; scaled so ellipticine positive control = 100% | 360,000 compounds, 0.055% hits | AID 743238;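 active = mean normalized replicate activation at least 10% and every replicate at or above 10%; inconclusive = only one of the two criteria met; inactive = mean below 10% and not all replicates reach 10%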;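 note: 0% = median of on-plate neutral control wells and 100% = ellipticine 6 µM median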
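System: 68-5-11 XiGFP fibroblast line; Timing: 3 days compound exposure; Compound dosing: one concentration, pinned; Benchmarks: positive control ellipticine, 6 µM final; Buffer or medium: DMEM containing 5-aza-dC.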
RAD52 inh – inhibitors of human RAD52 DNA annealing | AID 651710 | 360,000 compounds, 0.46% hits | inhibition, % at 18.7 µM | recombinant RAD52 DNA annealing, FRET fluorescence;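 active = every replicate showing at least 50% inhibition; inconclusive = mean inhibition at least 50% but not in every replicate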
RAD54 inh – inhibitors of human RAD54 branch migration; 360,000 compounds, 0.14% hits; Q92698; AID 602329; RAD54 Holliday junction branch migration, FAM/BHQ fluorescence; inhibition, % at 10.4 µM;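 active = mean normalized replicate activity at least 40 and at least half of replicates scoring 40 or more; inconclusive = only one of the two criteria met; inactive = mean below 40 and under half of replicates reaching 40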;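 note: 0% = median of neutral control wells and 100% = median of positive control wells; inhibitors cause a drop in the FAM fluorescence signal; in these data hits start at about 50%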
Target sequence (Q92698 whole entry, looked up): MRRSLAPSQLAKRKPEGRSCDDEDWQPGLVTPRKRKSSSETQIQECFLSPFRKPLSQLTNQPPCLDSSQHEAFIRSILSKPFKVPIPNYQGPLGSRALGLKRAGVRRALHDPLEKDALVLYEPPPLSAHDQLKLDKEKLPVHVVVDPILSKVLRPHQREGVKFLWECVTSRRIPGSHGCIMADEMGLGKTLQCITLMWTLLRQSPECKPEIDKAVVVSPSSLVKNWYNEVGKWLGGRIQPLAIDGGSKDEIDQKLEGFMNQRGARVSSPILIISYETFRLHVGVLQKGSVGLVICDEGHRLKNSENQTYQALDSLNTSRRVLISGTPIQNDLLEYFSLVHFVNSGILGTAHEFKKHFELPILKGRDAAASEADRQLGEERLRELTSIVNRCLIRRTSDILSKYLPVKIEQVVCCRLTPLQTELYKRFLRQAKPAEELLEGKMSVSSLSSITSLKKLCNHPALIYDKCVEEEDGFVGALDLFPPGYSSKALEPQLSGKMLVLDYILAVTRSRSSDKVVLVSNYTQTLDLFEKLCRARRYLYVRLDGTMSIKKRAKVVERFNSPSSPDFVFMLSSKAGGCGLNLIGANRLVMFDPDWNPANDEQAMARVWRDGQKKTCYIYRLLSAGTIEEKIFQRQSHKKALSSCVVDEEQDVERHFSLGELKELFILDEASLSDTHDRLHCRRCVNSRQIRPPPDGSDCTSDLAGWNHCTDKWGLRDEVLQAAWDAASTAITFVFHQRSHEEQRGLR
F508del corr – correctors of CFTR F508del function in bronchial epithelial cells; CFBE cells, YFP halide quenching; stimulated with forskolin plus potentiator P3; % fluorescence drop versus neutral controls; activity (quench increase), % at 7.58 µM; 350,000 compounds, 0.36% hits;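 active = mean added fluorescence quench of at least 8% versus neutral control, with both replicates also reaching 8%; inconclusive = only one of the mean or replicate conditions met; inactive = mean below 8% and not both replicates reaching 8%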;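 note: cells transiently co-express mutant CFTR-F508del with the halide-sensitive YFP; corrector assay measuring rescue of mutant channel to the surface after 24 h compound exposure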
DENV2 CPE – inhibitors of DENV2 cytopathic effect; CPE inhibition, % at 9.99 µM; DENV2-infected cells, cytopathic effect rescue, plate reader; AID 651640; 350,000 compounds, 1.7% hits; in the data active = CPE inhibition above about 20%, passing the limit was not always enough; inconclusive = no clear call, values can overlap the other calls; tested in BHK-21 cells;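 note: 0% = median of neutral control wells and 100% = median of positive control wells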
Casp6 inh – caspase-6 (human) enzyme inhibition. purified caspase-6, Z-VEID-R110 cleavage fluorescence. inhibition, % at 12.5 µM. 350,000 compounds, 0.53% hits. AID 686996;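 active = mean inhibition across replicates at least about 35%, with every replicate also reaching that limit, limit read from the data; inconclusive = only one of the two criteria met; inactive = neither criterion met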;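 note: 0% = median of neutral control wells and 100% = no fluorescence left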
Target sequence (P55212 24-179 limits assumed): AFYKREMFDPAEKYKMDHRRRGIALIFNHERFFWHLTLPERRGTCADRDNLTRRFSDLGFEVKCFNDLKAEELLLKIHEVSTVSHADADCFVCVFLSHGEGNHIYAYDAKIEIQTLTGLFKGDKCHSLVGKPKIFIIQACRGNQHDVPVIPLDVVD
Target sequence (P55212 194-293 limits assumed): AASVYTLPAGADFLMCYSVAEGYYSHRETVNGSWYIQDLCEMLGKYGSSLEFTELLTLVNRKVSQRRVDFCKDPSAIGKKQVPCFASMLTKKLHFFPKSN
The depositor's hits bear a star; u = inconclusive; x = not tested or not shown.

SMILES,RAD54 inh,E-selectin induc,Casp6 inh,F508del corr,DENV2 CPE,RAD52 inh,Xi reactivation,GSIS activator
C/C=C/c1ccc([C@@H]2[C@@H](CNC(C)=O)N(C(=O)Cc3cccnc3)[C@H]2CO)cc1,-6,-0.1,x,-1.1,6,x,0.0,0
C[C@@H]1CN([C@@H](C)CO)C(=O)c2cc(NS(=O)(=O)c3cccs3)ccc2O[C@H]1CN(C)S(=O)(=O)c1ccc(F)cc1,2,0.0,-3,-1.2,7,-23,0.3,8
COc1cccc(COCC(O)CN2CCC(C(N)=O)CC2)c1 (centres undefined),-3,0.0,-1,-1.8,0,-7,0.1,-15
Cc1nn(C)c(Cl)c1NC(=O)OCc1ccccc1,2,x,-3,x,x,-10,x,0
Cc1ccc(CN2CCN(Cc3cnn(-c4ccc(Cl)cc4)c3)CC2CCO)o1 (centres undefined),x,x,-3,2.4,3,-7,0.1,-9
O=C(NCc1n[nH]c(=S)n1-c1ccc(Br)cc1)c1ccc(S(=O)(=O)N2CCCC2)cc1,-3,0.9,11,0.1,3,-4,0.0,-2
CCC(=O)N[C@@H]1CC[C@@H](CC(=O)NCCN2CCCCC2)O[C@H]1CO,-5,-0.3,3,-0.7,-1,3,0.0,10
CC=Cc1ccc2n(c1=O)C[C@H]1[C@H](CO)[C@@H](C(=O)OC)N(C(C)=O)[C@@H]21 (mixture of isomers),-4,-0.2,-2,x,-2,-3,0.0,15

SMILES,RAD54 inh,E-selectin induc,Casp6 inh,F508del corr,DENV2 CPE,RAD52 inh,Xi reactivation,GSIS activator
COc1ccc(C2C(C(=O)Nc3cc(OC)c(OC)c(OC)c3)c3ccccc3C(=O)N2C)cc1OC (centres undefined),-3,0.0,x,2.4,-4,3,0.1,-4
O=C(O)c1ccc(/C=N/n2cc(-c3ccccc3)[nH]c2=S)cc1,x,1.2,7,0.1,1,-6,0.0,-10
O=C(CC(Sc1ccc(Br)cc1)C(=O)O)c1ccc(F)cc1 (centres undefined),1,-0.1,9,-0.6,-3,-6,0.0,-1
COc1ccc(Cl)cc1C(=O)Nc1cccc(-c2ccc3nncn3n2)c1,x,x,-4,-0.5,2,-15,-0.1,43*
COc1ccccc1-c1ccc2c(c1)[C@@H]1[C@@H](CCN1C(=O)c1ccncc1)[C@@H](CO)N2,x,-0.6,1,4.4,-12,-14,0.3,4
CO[C@@H]1CN(C)C(=O)c2ccc(NC(=O)C3CCCC3)cc2OC[C@@H](C)N(C(=O)CC2CC2)C[C@H]1C,1,-0.2,1,0.3,0,-10,0.1,-17
CC(=O)c1sc(N/N=C\c2ccc(C)cc2)nc1C,x,x,1,x,5,-11,-0.1,-8
CCCNC(=O)Nc1ccc2c(c1)C(=O)N(C)C[C@@H](OC)[C@@H](C)CN(C(=O)C1CCOCC1)[C@@H](C)CO2,0,-0.2,-4,-0.1,-8,-14,0.0,-5

SMILES,RAD54 inh,E-selectin induc,Casp6 inh,F508del corr,DENV2 CPE,RAD52 inh,Xi reactivation,GSIS activator
COc1ccc(-n2nc(C(=O)NCC(=O)N3CCCC3)c3ccccc3c2=O)cc1,4,x,-1,1.7,9,-11,-0.1,-2
O=C(O)c1cnc2[nH]c3ccccc3n2c1=O,-8,0.0,0,-3.3,0,-5,0.4,20
CCc1ccccc1NC(=O)CN(C)C(=O)CSc1nnc(Nc2cccc(C)c2)s1,x,x,2,-1.1,0,-6,-0.1,-11
CC(C)NC(=O)N[C@@H]1CC[C@H](CCNS(=O)(=O)c2ccc(F)cc2)O[C@@H]1CO,1,1.1,-3,1.3,-4,-2,0.6,-1
COc1cc(C(=O)NNC(=O)C2CC=CCC2C(=O)O)cc(OC)c1OC (centres undefined),x,0.2,-2,x,5,-14,0.5,6
CCc1ccc(NC(=O)C(NS(=O)(=O)c2ccc3c(c2)CCN3C(C)=O)C(C)C)cc1 (centres undefined),-1,x,-5,-1.3,3,-11,0.0,3
CCC/C=C1/CCCOC(C(=O)NCCNCCO)(C(F)(F)F)C1 (centres undefined),5,0.0,x,-0.9,x,x,0.0,-6
O=C(NCc1ccccc1)C(c1ccccc1)n1c(-c2ccncc2)nc2ccccc21 (centres undefined),x,0.0,1,0.9,-6,-25,0.2,-12

SMILES,RAD54 inh,E-selectin induc,Casp6 inh,F508del corr,DENV2 CPE,RAD52 inh,Xi reactivation,GSIS activator
O=C(Cc1ccccc1)NC[C@H]1N[C@H](CO)[C@@H]1c1ccc(C2=CCCC2)cc1,x,-0.1,-1,-0.4,-15,2,0.2,-8
Cc1oc(-c2nc3ccccc3n2C)cc1C(=O)c1ccccc1,9,x,-2,x,x,-43,x,8
CCc1nnc(NC(=O)Nc2ccc(Cl)cc2)s1,x,x,1,-4.2,-2,8,0.3,8
CC1CCN(c2ccc3nnc(CCC(=O)NCc4ccco4)n3n2)CC1,2,x,-1,1.8,1,2,0.1,7
Cc1ccc(S(=O)(=O)c2nnn3c2nc(N2CCOCC2)c2ccccc23)cc1,-4,x,1,-1.0,-3,-4,0.0,15
COc1ccc(NC(=O)C2(C)CCN2CC2CCCCC2)cc1OC (centres undefined),3,-0.1,0,3.5,-1,1,0.1,8
COc1ccc(C(=O)Nc2ccccc2C(=O)NCc2cccnc2)cc1OC,-3,0.3,3,-1.5,4,-8,0.9,41*
COc1ccc(N2CCN(C(=O)c3ccc(CS(=O)(=O)c4ccccc4C)o3)CC2)cc1,-3,x,0,0.5,-4,-20,0.1,-6

SMILES,RAD54 inh,E-selectin induc,Casp6 inh,F508del corr,DENV2 CPE,RAD52 inh,Xi reactivation,GSIS activator
COc1ccc(NC(=O)c2ccc(-n3cncn3)c([N+](=O)[O-])c2)cc1OC,-2,10,1,-0.3,6,2,0.3,11
COCC(=O)N(C)C[C@H]1Oc2cc(-c3ccccc3)ccc2S(=O)(=O)N([C@H](C)CO)C[C@@H]1C,-2,0.2,0,-1.4,23,0,0.0,5
O=C1NC2=C(C(=O)CCC2)C(c2ccccc2)N1 (centres undefined),-8,0.0,-2,-0.1,7,-2,0.1,0
O=C(CN1CCN(C(=O)c2cc(C3CC3)nn2-c2ccccc2)CC1)Nc1ccc(F)cc1,-7,6.2,2,1.5,6,-15,0.0,-1
COc1ccc(S(=O)(=O)N[C@@H]2C=C[C@@H](CC(=O)N3CCN(c4ccccc4)CC3)O[C@H]2CO)cc1,-1,0.3,-2,1.5,x,-31,0.3,-8
O=C1C2CCCN2C(c2ccc(Br)cc2)N1c1ccc(F)cc1 (centres undefined),-14,0.1,0,-2.4,u,-49,0.2,-5
C#CCn1ccc(O)c(Cc2ccccc2)c1=O,11,x,3,-3.5,5,2,0.1,39
O=C(c1cc(-c2ccccc2Cl)nc2ccccc12)N1CCN(c2ccccc2O)CC1,x,-0.8,0,3.5,5,-3,0.1,-7

Among those listed so far, two contain an aryl thioether with sulfur outside any ring:
SMILES,RAD54 inh,E-selectin induc,Casp6 inh,F508del corr,DENV2 CPE,RAD52 inh,Xi reactivation,GSIS activator
O=C(CC(Sc1ccc(Br)cc1)C(=O)O)c1ccc(F)cc1 (centres undefined),1,-0.1,9,-0.6,-3,-6,0.0,-1
CCc1ccccc1NC(=O)CN(C)C(=O)CSc1nnc(Nc2cccc(C)c2)s1,x,x,2,-1.1,0,-6,-0.1,-11

Following part
SMILES,RAD54 inh,E-selectin induc,Casp6 inh,F508del corr,DENV2 CPE,RAD52 inh,Xi reactivation,GSIS activator
CCN(C(=O)CSc1ncnc2c1cnn2-c1ccccc1)C1CCS(=O)(=O)C1 (centres undefined),x,-0.6,-2,0.5,5,-26,0.1,16
COc1cccc(CNC(=O)C[C@H]2C=C[C@H](NC(C)=O)[C@H](CO)O2)c1,9,-0.1,4,-0.8,11,-16,-0.4,4
CC(=O)Nc1ccc(NC(=O)C2CCN(S(C)(=O)=O)CC2)cc1,7,0.3,0,-0.2,6,-5,-0.1,1
C[C@H]1CN([C@@H](C)CO)C(=O)Cc2cc(NC(=O)C3CCCCC3)ccc2O[C@@H]1CN(C)S(=O)(=O)c1ccc(F)cc1,-19,0.4,-1,0.6,-8,6,-0.6,-11
C[C@@H]1CN([C@@H](C)CO)C(=O)c2cc(-c3ccc(C(=O)N(C)C)cc3)cnc2O[C@H]1CN(C)C(=O)c1ccncc1,4,0.2,-1,0.7,4,2,-0.8,8
O=C(C(=O)N1CCOCC1)c1c[nH]c2ccccc12,x,x,1,4.1,-1,-3,0.1,9
C[C@H](NC(=O)[C@H]1[C@H](CO)[C@H]2Cn3c(cccc3=O)[C@@H]1N2CCC(F)(F)F)c1ccccc1,3,-0.5,0,x,0,-3,0.3,12
CC(C)C#Cc1ccc([C@H]2[C@@H](CO)N3CCCCN(C(=O)Nc4ccccc4)C[C@@H]23)cc1,-8,-0.2,-1,1.5,0,-6,0.2,-23

Record cards, from the list above.
COc1ccc(C2C(C(=O)Nc3cc(OC)c(OC)c(OC)c3)c3ccccc3C(=O)N2C)cc1OC (centres undefined) reads RAD54 inh: -3; E-selectin induc: 0.0; Casp6 inh: x; F508del corr: 2.4; DENV2 CPE: -4; RAD52 inh: 3; Xi reactivation: 0.1; GSIS activator: -4
COc1ccc(Cl)cc1C(=O)Nc1cccc(-c2ccc3nncn3n2)c1 reads RAD54 inh: x; E-selectin induc: x; Casp6 inh: -4; F508del corr: -0.5; DENV2 CPE: 2; RAD52 inh: -15; Xi reactivation: -0.1; GSIS activator: 43*

(cont.)
SMILES,RAD54 inh,E-selectin induc,Casp6 inh,F508del corr,DENV2 CPE,RAD52 inh,Xi reactivation,GSIS activator
Cc1ccc(S(=O)(=O)Nc2ccc3c(c2)C(=O)N(C)[C@H]2CC[C@H](CC(=O)O)O[C@@H]2CO3)cc1,7,0.0,-1,-2.1,5,4,0.1,6
COc1cccc(C(=O)N2CCOCC2)c1,x,0.0,-5,-1.5,33*,5,0.0,7
CCOc1ccc(-n2c(=O)c3c(C)c(C)sc3n(CC(=O)NCc3ccco3)c2=O)cc1,x,x,-2,-1.0,x,-10,x,2
Cc1cccc(C(=O)NC(=S)NNC(=O)c2cccs2)c1,x,x,0,x,-4,-10,-0.1,x
C[C@@H]1CN([C@H](C)CO)C(=O)c2cc(NC(=O)Nc3ccccc3)ccc2O[C@@H]1CN(C)Cc1ccc(C(=O)Nc2ccccc2N)cc1,0,5.9,-1,-1.7,u,-22,1.3,-3
